Autophagy HCS: autophagy modulation, high-content screen | MEF GFP-LC3 puncta imaging; test concentration mostly 10 µM | calls only at 10 µM (by protocol) | hit rate 0.98% among 190,000 | AID 463193;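 active = percentage of spot-positive cells more than 3 SD above its plate mean, without a fluorescence outlier flag or 80% toxicity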;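 note: spot-positive cell cutoff set from DMSO-treated cells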
MT stabilizer: microtubule stabilization, imaging screen; HeLa tubulin immunostaining HCS, 24 h; share of cells brighter than vehicle mean+2SD; % tubulin-high responders, % at 10 µM; hit rate 0.83% among 200,000; AID 2205;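 active = plate Z-score above 3 for both tubulin-high and condensed-nucleus cell shares, with cell loss under 80%, at 10 µM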;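 note: anti alpha tubulin signal scored within the nucleus-defined area of each cell; some results filed as inactive read as strong as hits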
Insulin prom up: MIN6 insulin promoter up-regulation | z-score at 5 µM | MIN6 insulin promoter-GFP reporter, high-content imaging; stronger effect = higher value | AID 1625 | hit rate 0.3% among 190,000;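 active = z-score above 3 at 5 µM with at least 500 cells counted in the well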
Dynein cargo inh: dynein cargo transport inhibition | hit rate 0.47% among 220,000 | 3617.4 mouse cells, GR-EGFP nuclear translocation imaging; test concentration mostly 20 µM; stimulated with dexamethasone, 1 µM; stronger effect = lower value | z-score, hits read low | AID 1381;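 active = plate z-score of nuclear minus cytoplasmic receptor signal below a set negative limit, without overly bright fluorescence or cell loss, cut at about -3.5 in these data, passing the limit was not always enough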;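 note: z-score of nuclear minus cytoplasmic ring GR-EGFP intensity difference per well; some compounds called inactive have numbers as strong as hits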
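Buffer or medium: tet-free medium with charcoal-stripped serum / Also added: dexamethasone agonist, 1.0 µM final, for 30 min / Timing: induction 48 h, compound 1 h, agonist 30 min / Measured by: high-content fluorescence imaging after fixation / Read-out: nuclear-to-cytoplasmic GR-EGFP distribution per well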
Hep lipid drop: hepatic lipid droplet formation modulation. AML12 mouse hepatocytes, oleate lipid droplets, BODIPY imaging. inhibition, % at 6.5 µM. hit rate 0.4% among 240,000. AID 1656;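 active = lipid droplet intensity inhibited by at least 50%, with more than 500 cells counted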
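Material – mouse AML12 hepatocyte cell line, fixed after treatment · Compound dosing – one dose, 6.5 µM compound · Times – compound with oleate, overnight · Measured by – Image-based BODIPY and DAPI two-channel analysis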
Yfh1-off respiration: enhancers of respiration in Yfh1-depleted yeast, dose response, Friedreich's ataxia, plus single-dose screen (AID 1465) | hit rate 0.074% among 220,000 | fold induction at 50 µM; hits with a dose series show EC50 in µM | S. cerevisiae Yfh1-off respiration, WST-1 reduction, 72 h; higher fold induction means a stronger effect;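 active = fold induction of absorbance versus untreated yeast above a set limit, then at least 30% activation at any dose in follow-up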;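 note: activators that raise dye reduction in frataxin-depleted yeast; strong numbers were not always called active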
b-catenin transl: alters nuclear translocation of beta-catenin in HeLa cells; AID 1665; immunofluorescence imaging; nuclear translocation activity, % at 5 µM; hit rate 0.3% among 190,000;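 active = nuclear translocation activity above 50% at 5 µM, with a well cell count of 50 or more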;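 note: per-cell ratio of nuclear to cytoplasmic median beta-catenin stain intensity; plate controls were DMSO negative control for no effect and GSK-3 inhibitor IX positive control for full effect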
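assay system = human HeLa cells, endogenous beta-catenin | times = compound treatment 24 h, 37°C, 5% CO2 | detection = Anti-beta-catenin immunofluorescence on PFA-fixed, Triton-permeabilized cells, DAPI nuclei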
NOD2 inhibition: inhibition of NOD2-driven NF-kB reporter – cell-based, luminescence, uHTS, HEK293 (AID 1566); one-dose inhibition, % at 4 µM; EC50 in µM for titrated hits; HEK293 NOD2/NF-kB luciferase reporter, luminescence; higher % means a stronger effect; hit rate 0.63% among 290,000; in the data active = inhibition above about 50%; note: many of its hits are not listed in these tables
WT yeast gro inh: growth inhibition of WT yeast, mitochondrial fusion screen; mitochondrial fusion phenotypic screen, WT strain; inhibition, % at 10 µM; hit rate 2.1% among 190,000; AID 1362; in the data active = inhibition above about 58%; tested in S. cerevisiae
WT yeast gro inh mutant strain: further read-out of WT yeast gro inh, marked with its call; inhibition, %; mitochondrial fusion phenotypic screen, mutant strain inhibition
Dynein cargo inh cytoplasmic EGFP: further read-out of Dynein cargo inh, marked with its call; z-score; measured here: cytoplasmic GR-EGFP intensity; stronger effect = higher value
Dynein cargo inh nuclear GR-EGFP: second read-out of Dynein cargo inh, no call of its own (marks repeat the call); z-score; measured here: nuclear GR-EGFP intensity;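 lower value marks the stronger effect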
Dynein cargo inh cell count: recorded beside Dynein cargo inh, whose call it bears; z-score; measured here: cell count per field
Insulin prom up cell count: further read-out of Insulin prom up, marked with its call; cell count; measured here: cytotoxicity, nuclei count;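 total cells summed across four imaged fields per well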
Hep lipid drop cells 6.5 µM: further read-out of Hep lipid drop, marked with its call; cell count; measured here: cell count, cytotoxicity flag;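 cells counted across two imaged fields per well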
b-catenin transl cell count 5 µM: recorded beside b-catenin transl, whose call it bears; cell count; measured here: cell count, cytotoxicity flag
MT stabilizer Hoechst-high %: recorded beside MT stabilizer, whose call it bears; % Hoechst-high responders; measured here: nuclear condensation Hoechst responders;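 share of cells brighter than vehicle mean plus two SD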
MT stabilizer cytotoxicity %: also measured in MT stabilizer; calls as there; toxicity, %; measured here: cytotoxicity by cell density;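 0% = mean cell density of plate MIN control wells and 100% = no cells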
Autophagy HCS cell loss 18 h: recorded beside Autophagy HCS, whose call it bears; toxicity, %; measured here: cell loss, nuclei count;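 cell loss after 18 h compound exposure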
Starred values were filed as active, the others as inactive; i = inactive; · = no result given. This is a subset; count on the stated rates, not on these rows.

mol	b-catenin transl	Dynein cargo inh cytoplasmic EGFP	Dynein cargo inh	MT stabilizer cytotoxicity %	NOD2 inhibition	WT yeast gro inh mutant strain	Dynein cargo inh nuclear GR-EGFP	Insulin prom up cell count	Dynein cargo inh cell count	b-catenin transl cell count 5 µM	WT yeast gro inh	MT stabilizer	Hep lipid drop cells 6.5 µM	Yfh1-off respiration	Insulin prom up	Hep lipid drop	MT stabilizer Hoechst-high %	Autophagy HCS	Autophagy HCS cell loss 18 h
Cc1cccn2c(=O)c3c(nc12)N1CCC(Cc2ccccc2)CC1C1(C3)C(=O)N(C)C(=O)N(C)C1=O (stereo not given)	1.4	-0.32	-0.22	9.1	10%	11	0.15	1147	0.33	989	32	2.4	675	i	0.06	-2	1.6	i	3
CCc1nc(N2CCNCC2)c(C#N)c2c1CSC(C)(C)C2	-1.0	-0.16	0.048	7.5	-6%	2	0.43	912	0.022	1127	-4	2.7	·	·	-0.92	·	2.4	i	-5
CCCc1nc2ccc(Br)cc2c(=O)n1-c1ccc([N+](=O)[O-])c(C(F)(F)F)c1	2.7	-0.25	-0.084	9.1	11%	8	0.24	1256	0.12	957	12	5.6	655	i	-1.8	-28	2.9	i	3
Cc1nn(Cc2ccccc2)c(C)c1C(=O)OCC(=O)NC1CCS(=O)(=O)C1 (stereo not given)	1.5	-0.3	-0.41	5.2	8%	-5	-0.52	1379	0.22	994	-21	1.6	652	i	-0.36	0	3.7	i	-5
C=CCn1c(O)c(C(=O)CCCCCC)c(=O)[nH]c1=O	-3.2	-0.21	-0.95	3.3	-1%	-25	-0.15	1187	0.92	969	-24	4.5	·	i	0.39	·	2.5	i	19
O=C(Nc1cccc2ccccc12)c1nn(C23CC4CC(CC(C4)C2)C3)cc1Br	·	-0.21	1.8	8.1	2%	9	-0.087	·	-0.69	·	-27	5.7	·	i	·	·	1.1	i	16
Cc1c(C(c2ccc(Br)cc2)c2c(O)c3ccccc3oc2=O)c(=O)n(-c2ccccc2)n1C (stereo not given)	-0.2	-0.27	-0.15	5.4	7%	10	-0.075	1216	0.063	1022	18	1.8	700	i	-0.12	11	2.1	i	45
CCN(CC)c1ccc(CNCCc2ccccc2F)cc1	36	-0.28	-0.39	30*	-9%	17	0.44	1500	-0.96	457	23	21*	657	i	-0.13	1	18*	i	-2
CCOC(=O)c1c(-n2c(C)cc(/C=C3/C(=O)NC(=O)N(CC)C3=O)c2C)sc2c1CCCC2	·	-0.071	-0.69	11	·	·	-0.39	·	0.69	·	·	3.3	·	i	·	·	1.4	i	11
CCC(=O)c1cn(Cc2ccccc2C#N)c2ccccc12	0.7	-0.23	-0.49	5.1	12%	9	-0.071	1027	0.62	1107	2	3.4	·	i	-0.99	·	2.5	i	75

In the list so far, these have four or more nitrogen atoms:
mol	b-catenin transl	Dynein cargo inh cytoplasmic EGFP	Dynein cargo inh	MT stabilizer cytotoxicity %	NOD2 inhibition	WT yeast gro inh mutant strain	Dynein cargo inh nuclear GR-EGFP	Insulin prom up cell count	Dynein cargo inh cell count	b-catenin transl cell count 5 µM	WT yeast gro inh	MT stabilizer	Hep lipid drop cells 6.5 µM	Yfh1-off respiration	Insulin prom up	Hep lipid drop	MT stabilizer Hoechst-high %	Autophagy HCS	Autophagy HCS cell loss 18 h
Cc1cccn2c(=O)c3c(nc12)N1CCC(Cc2ccccc2)CC1C1(C3)C(=O)N(C)C(=O)N(C)C1=O (stereo not given)	1.4	-0.32	-0.22	9.1	10%	11	0.15	1147	0.33	989	32	2.4	675	i	0.06	-2	1.6	i	3
CCc1nc(N2CCNCC2)c(C#N)c2c1CSC(C)(C)C2	-1.0	-0.16	0.048	7.5	-6%	2	0.43	912	0.022	1127	-4	2.7	·	·	-0.92	·	2.4	i	-5

Following part:
mol	b-catenin transl	Dynein cargo inh cytoplasmic EGFP	Dynein cargo inh	MT stabilizer cytotoxicity %	NOD2 inhibition	WT yeast gro inh mutant strain	Dynein cargo inh nuclear GR-EGFP	Insulin prom up cell count	Dynein cargo inh cell count	b-catenin transl cell count 5 µM	WT yeast gro inh	MT stabilizer	Hep lipid drop cells 6.5 µM	Yfh1-off respiration	Insulin prom up	Hep lipid drop	MT stabilizer Hoechst-high %	Autophagy HCS	Autophagy HCS cell loss 18 h
CC(=O)N(C1=NCCCS1)c1ccccc1Cl	-0.5	-0.21	0.092	0.0	25%	-3	0.18	654	-0.21	1094	-6	1.6	733	i	2.4	8	1.6	i	5
CCOC(=O)c1cc(C(O)(C(=O)OC)C(F)(F)F)c(/N=C/N(C)C)o1 (stereo not given)	·	-0.23	-0.12	6.9	6%	4	0.33	·	-0.29	·	-1	2.3	836	i	·	8	1.7	i	-14
Cc1nn(Cc2ccccc2)c(C)c1C=C1C(=O)NC(=O)NC1=O	·	-0.14	-0.6	8.0	-7%	6	-0.62	1268	-0.048	·	-6	2.0	667	i	-0.27	9	3.1	i	-2
O=C1NC(=S)NC(=O)C1C/C=C/c1ccccc1	·	0.071	-0.44	9.5	5%	-18	0.075	829	-0.15	·	-11	1.8	821	i	-0.38	24	1.8	i	-3
CCCNC(=O)c1c(N)n(Cc2ccco2)c2nc3ccccc3nc12	1.5	0.17	0.0089	4.8	-5%	8	0.41	887	-0.61	1189	8	2.1	824	i	-0.24	24	1.5	i	4
O=c1[nH]c(=O)n(-c2ccccc2F)c(O)c1C=NCCC1=CCCCC1	-1.8	-0.082	3.1	1.9	14%	11	1	1297	-0.92	1119	15	1.5	729	i	0.33	-3	0.9	i	-7
COC(=O)c1c(N)n(Cc2ccc(OC)cc2)c2nc3ccccc3nc12	-6.8	0.11	-1.2	6.1	6%	-7.8*	-0.25	956	12	1114	71*	5.1	688	i	-0.93	-4	2.6	i	-11
O=P(O)(Oc1ccccc1)OC(c1ccccc1)C(F)(F)F (stereo not given)	1.1	0.12	0.13	8.9	9%	7	0.91	·	-1.7	537	-2	3.1	689	i	·	-2	2.7	i	1
CCC(=Nc1ccc(OC)cc1OC)c1c(O)[nH]c(=O)[nH]c1=O	1.7	-0.19	-0.57	9.0	8%	-1	-0.22	1097	0.55	1161	-7	10	·	i	-0.12	·	3.9	i	3
COP(=O)(OC)C(NS(=O)(=O)c1ccccc1)C(Cl)(Cl)Cl (stereo not given)	-0.7	-0.35	0.19	6.0	4%	0	0.2	·	0.79	1528	-2	1.8	774	i	·	11	1.6	i	-2
C=CCn1c(O)c(/C=N/NC(=O)c2ccncc2)c(=O)[nH]c1=O	2.3	-0.26	0.19	·	13%	·	0.51	·	0.55	1272	·	·	727	i	·	-8	·	·	·
CCOP(=O)(OCC)C(Cc1ccccc1)NC(C)=O (stereo not given)	0.5	-0.17	0.18	·	10%	·	0.019	1110	-0.26	1305	·	·	724	i	-0.58	1	·	·	·
CCCCNC(=O)c1c(N)n(CCCOC)c2nc3ccccc3nc12	·	-0.21	1.4	1.7	-6%	5	0.98	1278	0.34	·	17	3.6	754	i	-0.25	16	1.7	i	24
O=C(c1cc(S(=O)(=O)N2CCOCC2)ccc1F)N1CCC2(CC1)OCCO2	-1.5	-0.2	-0.49	3.9	1%	5	0.48	1249	0.29	1211	10	3.0	737	i	1.4	1	2.4	i	-36
CC1NCCC2(O)CCCCC12 (stereo not given)	0.8	-0.16	1.8	6.3	-21%	-3	0.88	1495	-1.7	942	-2	0.6	596	i	-0.86	-8	2.0	i	5
NC(CC(=O)O)C1CCCCC1 (stereo not given)	-2.0	-0.27	0.84	3.0	2%	7	0.69	1610	-0.029	1070	-7	3.1	719	i	0.33	7	2.0	i	0
O=C1C=Cc2ccccc2C1=O	·	-0.15	-0.38	8.7	-10%	6	0.32	·	0.24	·	2	3.4	673	>100µM*	·	5	2.6	i	9
Cc1nn(C2CCOC(C)(C)C2)c2c1C(c1ccc(OC(C)C)cc1)SCC(=O)N2 (stereo not given)	-1.6	-0.12	0.53	0.0	-2%	-15	-0.35	1553	-0.65	1321	4	3.6	·	i	-0.01	·	1.6	i	3
COc1ccc(C(=O)CN2CCCCC2)cc1	-1.1	0.27	0.53	5.4	-2%	4	0.54	1297	-0.8	1135	5	2.3	719	i	0.02	-4	2.5	i	3
COCCOC(=O)c1c(C)n(C)c2ccc(OC(=O)N(C)C)cc12	·	0.048	-0.18	8.5	-5%	-22	0.13	918	0.35	·	-5	0.7	830	i	0.49	14	1.2	i	11
CCC(=NCCOc1ccc(Cl)cc1)c1c(O)n(C)c(=O)n(C)c1=O	·	-0.18	0.1	5.5	41%	23	0.0036	1151	-0.71	·	7	4.4	629	·	-0.17	-29	2.5	i	23
CN1C(=O)N(C)C(=O)C(CCc2ccccn2)(CCc2ccccn2)C1=O	-2.0	-0.2	0.33	12	9%	-2	0.26	847	-0.051	857	-4	2.6	·	i	-1.5	·	2.1	i	-4
O=S(=O)(c1ccc(Cl)cc1)N1CC1c1ccccc1 (stereo not given)	-3.1	0.51	-0.23	2.9	8%	-2	0.16	1334	0.65	1126	5	1.6	664	i	-0.06	15	1.4	i	4
O=[N+]([O-])c1ccc(N2CCCNCC2)c2ncccc12	-4.9	-0.21	0.3	·	21%	·	0.13	1424	-0.47	1220	·	·	681	i	-0.22	-8	·	·	·
Cc1cc(C)c2c(c1)-c1cc(C)nn1C(c1cccnc1)N2 (stereo not given)	-1.6	-0.31	-0.73	11	1%	16	-0.13	1432	0.91	1172	16	5.0	699	i	0.15	-25	2.1	i	5
C#CC(CC)(CC)NC(=O)Nc1ccc(OCC)cc1	-3.4	-0.26	-0.83	2.4	2%	6	-0.34	1646	1	1114	6	1.7	752	i	0.98	8	1.3	i	16

Screening results as filed in PubChem BioAssay.
